TPT1 inh – C. albicans TPT1 enzyme inhibition; recombinant caTPT1, FP RNA substrate dephosphorylation; inhibition, % at 5 µM; 0.81% of 300,000 active; AID 1962;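 active = inhibition above the mean of all tested compounds plus 3 SD, set per screening campaign, cut at about 24% in these data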;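 also: plate controls were DMSO alone for no effect and ferristatin control at 100 nM for full effect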
MCL1 BIM primary – disrupts human MCL1 binding to BIM-BH3 peptide; GST-MCL1 / FITC-Bim-BH3 fluorescence polarization; inhibition, % at 10.9 µM; AID 2057; Q07820; 0.68% of 320,000 active;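 active = inhibition above the mean inhibition of all tested compounds plus 3 SD, set per campaign, cut at about 40% in these data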;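 also: 0% = DMSO wells and 100% = unlabeled Bim-BH3 peptide control; higher means more loss of mP so more displacement of Bim peptide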
PME-1 primary – PME-1 (human) inhibition | Q9Y570 | recombinant PME-1, FP-Rh probe fluorescence polarization | inhibition, % at 5.9 µM | 0.53% of 320,000 active | AID 2130;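 active = inhibition above the campaign mean of all compounds plus 3 SD, cut at about 26% in these data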;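 also: competitive labeling of PME-1 active site by serine hydrolase directed probe; 0% = PME-1 with DMSO and 100% = wells lacking PME-1 enzyme; inhibitors block probe labeling so polarization falls and inhibition rises; many of its hits are not listed in these tables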
Target sequence (Q9Y570 whole entry, looked up): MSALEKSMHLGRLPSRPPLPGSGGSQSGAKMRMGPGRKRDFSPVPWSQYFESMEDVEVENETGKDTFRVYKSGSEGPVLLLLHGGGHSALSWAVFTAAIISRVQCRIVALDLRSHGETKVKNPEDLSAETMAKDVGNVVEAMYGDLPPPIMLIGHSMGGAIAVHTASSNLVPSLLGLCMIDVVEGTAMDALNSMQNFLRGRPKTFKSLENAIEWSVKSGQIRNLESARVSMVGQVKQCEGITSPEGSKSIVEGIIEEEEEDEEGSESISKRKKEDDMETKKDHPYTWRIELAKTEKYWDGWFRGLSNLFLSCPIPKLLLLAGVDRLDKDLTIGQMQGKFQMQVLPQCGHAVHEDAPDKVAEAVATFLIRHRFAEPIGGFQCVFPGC
Fam108B inh – blocks mouse Fam108B hydrolase in RBBP9 counter-screen; inhibition, % at 9.51 µM; 0.33% of 300,000 active; AID 1947; recombinant Fam108B, FP-Rh probe fluorescence polarization;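 active = inhibition above the screen mean inhibition plus 3 SD, computed separately per campaign, cut at about 18% in these data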;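 also: inhibitors lower polarization as less probe binds the enzyme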
PAD4 inh – inhibitors of human PAD4. 0.41% of 330,000 active. recombinant PAD4, RCA probe fluorescence polarization. inhibition, % at 6.36 µM. Q9UM07. AID 485272;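 active = percent inhibition above a cutoff equal to the mean of all tested compounds plus 3 SD, cut at about 15% in these data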;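 also: 0% = PAD4 with RCA probe and DMSO and 100% = probe without PAD4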
Target sequence (Q9UM07 whole entry, looked up): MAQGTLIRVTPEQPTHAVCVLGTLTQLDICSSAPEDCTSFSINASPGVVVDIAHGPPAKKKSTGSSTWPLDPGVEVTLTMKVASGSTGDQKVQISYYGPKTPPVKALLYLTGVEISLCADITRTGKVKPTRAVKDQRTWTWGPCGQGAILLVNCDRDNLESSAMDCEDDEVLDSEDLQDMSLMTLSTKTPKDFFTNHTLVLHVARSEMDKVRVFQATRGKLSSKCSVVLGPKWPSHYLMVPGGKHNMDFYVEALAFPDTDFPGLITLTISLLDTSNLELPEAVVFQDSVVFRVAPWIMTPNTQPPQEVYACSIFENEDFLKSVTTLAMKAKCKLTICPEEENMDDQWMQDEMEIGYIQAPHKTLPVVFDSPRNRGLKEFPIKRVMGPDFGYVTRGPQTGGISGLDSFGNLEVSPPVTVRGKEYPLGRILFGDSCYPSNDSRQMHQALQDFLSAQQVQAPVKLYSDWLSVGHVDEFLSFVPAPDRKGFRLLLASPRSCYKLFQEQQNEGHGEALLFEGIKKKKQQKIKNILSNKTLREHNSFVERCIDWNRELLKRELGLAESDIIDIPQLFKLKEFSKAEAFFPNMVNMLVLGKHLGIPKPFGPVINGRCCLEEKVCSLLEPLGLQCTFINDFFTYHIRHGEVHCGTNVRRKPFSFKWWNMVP
GLD-1 TGE inh – GLD-1-TGE RNA interaction inhibition (C. elegans). inhibition, % at 5.96 µM. 0.44% of 320,000 active. AID 2280. purified GLD-1 + fluorescein TGE RNA, fluorescence polarization;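 active = percent inhibition above a per-plate cutoff, the plate mean of test compounds plus 3 SD, cut at about 30% in these data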;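 also: 0% = DMSO wells with GLD-1 and probe and 100% = wells lacking GLD-1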
BCLXL inh – blocks human Bcl-xL binding to Bim BH3 peptide; GST-Bcl-xL / FITC-Bim BH3 peptide fluorescence polarization; inhibition, % at 10.9 µM; 0.7% of 320,000 active; AID 2129;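 active = inhibition above the mean of all tested compounds plus 3 SD, cutoff set per campaign, cut at about 30% in these data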;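 also: 0% = DMSO wells and 100% = unlabeled Bim-BH3 peptide competitor; inhibitors lower millipolarization by displacing the labeled peptide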
GSTO1 inh – blocks human GSTO1 in RBBP9 counter-screen; recombinant GSTO1, activity-based probe fluorescence polarization; P78417; 1.1% of 300,000 active; AID 1974; inhibition, % at 5.96 µM;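 active = inhibition above the campaign mean inhibition plus 3 SD, cut at about 35% in these data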;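 also: 0% = GSTO1-1 with DMSO and 100% = wells lacking GSTO1-1 enzyme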
MEX-5 binding – C. elegans MEX-5 TCR-2 RNA binding activity. Q9XUB2. MEX-5/FITC-TCR2 RNA binding, fluorescence polarization; active compounds read low. activity score (negative = inhibition of binding), % at 10 µM. 0.38% of 300,000 active. AID 1832;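 active = inhibition past about -25% in most replicates, and total fluorescence under double the plate's negative control median, limit read from the data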;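 also: 0% = DMSO and -100% = 5 µM competing unlabeled TCR2 RNA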
Active calls of the source: *; / = not tested or not shown.

SMILES | TPT1 inh | MCL1 BIM primary | PME-1 primary | Fam108B inh | PAD4 inh | GLD-1 TGE inh | BCLXL inh | GSTO1 inh | MEX-5 binding
COc1ccc(CNC(=O)Cn2nc(Cc3cccnc3)c3ccccc3c2=O)cc1 | -2 | 1 | -3 | -6 | 2 | 5 | 4 | -7 | 0.5
COc1cc2c(cc1OC)C(C)N(C(=O)c1c(C)noc1C)CC2 (stereo not drawn) | 4 | 2 | -3 | 2 | 4 | -2 | -1 | 2 | 0.3
Cc1cc(=O)n2[nH]c(-c3ccsc3-n3c(C)ccc3C)cc2n1 | 15 | 28 | -3 | 7 | -4 | -23 | 8 | 31 | -3.4
CC(=O)c1c(C)[nH]c(C(=O)COC(=O)CCCOc2ccccc2)c1C | 1 | -4 | 1 | 0 | 4 | 3 | -7 | -4 | -0.8
O=C(Oc1ccccc1[N+](=O)[O-])c1cccnc1 | -2 | 4 | -9 | -2 | -1 | 11 | -3 | 12 | 3.3
C/C(=C\C(=O)c1ccc(Cl)s1)N(C)C | -1 | -3 | -1 | -3 | -4 | 5 | 1 | -1 | -2.5
CCNC(=S)N1CCN(S(=O)(=O)/C=C/c2ccccc2)CC1 | -2 | 9 | 4 | 0 | -1 | -2 | 2 | -3 | -3.3
Cc1ccc(-n2c(C)cc(C(=O)COc3cccnc3[N+](=O)[O-])c2C)cc1 | -1 | 11 | -2 | 5 | -6 | 4 | 8 | 21 | -0.6
O=C(Nc1cccnc1Oc1ccc(Cl)cc1)c1cccc2ccccc12 | -2 | -4 | 3 | 0 | 4 | -8 | 3 | -14 | -0.2
Cc1cc(C)cc(Oc2ncnc3c2ncn3Cc2c(Cl)cccc2Cl)c1 | 1 | -3 | -11 | -8 | -4 | 12 | -6 | 0 | -1.6
Cc1cccc(-c2noc(CN(C(C)C)S(=O)(=O)c3ccc(F)cc3)n2)c1 | 0 | 8 | -12 | 4 | 1 | 7 | 5 | 6 | 0.1
COC(=O)C1(C(O)C(=O)c2ccc(C)cc2C)CCCCC1 (stereo not drawn) | -2 | 3 | 0 | 2 | -2 | 1 | 3 | 4 | -3.5
Clc1cccc(-c2nnc(SCc3nc4ccccc4[nH]3)n2Cc2ccco2)c1 | -2 | 3 | 8 | -6 | 3 | -5 | 1 | 1 | -1.4
Cc1c(C(=O)Nc2ccccc2Cl)oc2ccc(S(=O)(=O)N3CCC4(CC3)OCCO4)cc12 | -2 | 5 | -2 | -3 | -1 | 6 | 1 | -3 | -0.4
CCNc1nc(NCC)n2c(SCc3nc4ccccc4c(=O)[nH]3)nnc2n1 | -5 | -5 | -5 | -1 | -7 | -4 | 3 | 2 | -3.7
NC(=O)c1ccc(NCC2COc3ccccc3O2)c([N+](=O)[O-])c1 (stereo not drawn) | -4 | 0 | 6 | -2 | -4 | 3 | 7 | 0 | -0.1
COCCc1nc2ccc(C(=O)N(C)Cc3cccc(-n4cccn4)c3)cc2o1 | -2 | 1 | 2 | 1 | -1 | -2 | 3 | -1 | 1.8
O=C(/C=C/c1cc([N+](=O)[O-])ccc1OC(F)F)Nc1ccc(OC(F)F)cc1 | -3 | -7 | -4 | -1 | -2 | -10 | 1 | -10 | -1.1
Cc1cc(C(=O)CN2C(=O)C(=O)N(Cc3ccccc3)C2=O)c(C)n1Cc1ccc(F)cc1 | / | 2 | 0 | / | -1 | 3 | -3 | / | /
COCCNC(=O)CSc1c2c(nc3ccc(Cl)cc13)CCCC2 | -3 | 3 | 10 | 2 | 1 | -3 | 4 | -12 | 2.4
Cc1cc(C)nc(N2CCC(C(=O)NCc3ccccc3)CC2)n1 | 1 | -8 | 6 | -2 | 7 | 1 | -2 | 0 | 2.4
O=C(Nc1nnc(SCc2ccc(Cl)cc2)s1)C1CCCO1 (stereo not drawn) | -4 | 5 | -7 | -3 | -2 | -3 | 2 | -4 | 7.6
COc1ccc(/C=C/C(=O)N2CCN(c3ccccn3)CC2)cc1OC | 0 | -1 | -3 | -5 | 2 | -8 | 3 | 0 | -0.1
Cc1cccc(N2CCN(C(=O)CC(NC(=O)c3ccccc3Cl)c3ccccc3)CC2)c1C (stereo not drawn) | 2 | -2 | -2 | 3 | -1 | 3 | -4 | -2 | 0.1
O=C1C[C@H](NC(=O)OCc2ccccc2)CO1 | / | 2 | -1 | / | 1 | 7 | 0 | / | /
CCOC(=O)c1sc(=S)n(Cc2ccccc2)c1N | -3 | -5 | 8 | 4 | -5 | -15 | -3 | -5 | -1.1
Cc1ccc(C)c(OCCn2nnc3ccccc32)c1 | -2 | -1 | 3 | 3 | 3 | 5 | 0 | 2 | 0.6
Clc1ccc(-c2noc(CCCc3ccccc3)n2)cc1 | 1 | 0 | 2 | 2 | -2 | 10 | 4 | 2 | 0.5
Cc1oc(C(C)(C)C)cc1C(=O)Nc1ccc(C(=O)O)cc1 | 0 | -2 | 4 | 3 | -2 | 5 | 5 | -9 | 0.4
CCC(C)(C)n1nnnc1CN(Cc1cc2cc(OC)c(OC)cc2[nH]c1=O)C1CCCC1 | -5 | 8 | -5 | -3 | 0 | 1 | 9 | 1 | -1.4
CN1C(=O)C2(c3ccccc31)N(C)CC(c1ccccn1)C21SC(=S)N(Cc2ccco2)C1=O (stereo not drawn) | -1 | 5 | -2 | 1 | -4 | 0 | 8 | -3 | -2.6
Cc1ccc(-n2c(CNc3cccc(Cl)c3)n[nH]c2=S)cc1 | 1 | -5 | 0 | 0 | -5 | -3 | -9 | 2 | -0.3
COc1ccc(CNC(=O)COC(=O)/C=C/c2cccc(Br)c2)cc1OC | -2 | -6 | -5 | -2 | -1 | 2 | -6 | -3 | 0.9
Cc1ccc(N=C2SC(C(=O)NCCc3ccccc3)CC(=O)N2C)cc1C (stereo not drawn) | 5 | 0 | 5 | -2 | 2 | 4 | -3 | -2 | -10
Cc1ccc(CCNC(=O)NC(C)(C)C)cc1 | 3 | -6 | -2 | -1 | -2 | -5 | 1 | -1 | 0.9
COc1ccc(C(=O)Nc2ccc(-c3nnn(CC(=O)N4CCN(C(=O)c5ccco5)CC4)n3)cc2)cc1 | 2 | -6 | -10 | -8 | 5 | 4 | -6 | -7 | -2.0
CCOc1ccc2[nH]c(=O)c(CN(Cc3ccccc3OC)C(=O)c3ccccc3)cc2c1 | -3 | -2 | 4 | 1 | 1 | -3 | 2 | 3 | 0.2
O=C(CSc1nnc(-c2ccncc2)n1Cc1ccco1)OC1CCCCC1 | 3 | 4 | -2 | 1 | 4 | -1 | 3 | -4 | -0.2
CN1CCN(C(=S)c2cn(Cc3ccc(Br)cc3)c3ccccc23)CC1 | -2 | 6 | 1 | 3 | -4 | 2 | 5 | 17 | 0.2
COc1ccc(CCNC(=O)CCS(=O)(=O)c2ccc3c(c2)NC(=O)C(C)S3)cc1OC (stereo not drawn) | -3 | -6 | -4 | 1 | 2 | -1 | 2 | 10 | -2.7
O=C(COC(=O)CN1C(=O)NC2(CCCC2)C1=O)Nc1c(Cl)cccc1C(F)(F)F | -2 | -10 | -1 | -3 | 4 | 9 | 0 | 7 | -1.9
CCOC(=O)c1ccccc1NC(=O)COc1coc(CN2CCc3ccccc32)cc1=O | 0 | 1 | 0 | 0 | -2 | 0 | 2 | 2 | 0.5
NC(=O)C1(N2CCCCC2)CCN(c2ccc3nnc(-c4ccccc4)n3n2)CC1 | 1 | 7 | 0 | 1 | 4 | -4 | 6 | -2 | -0.9
Cc1cc(CNC(=O)COC(=O)Cn2[nH]c(=O)c3ccccc3c2=O)cc(C)c1O | -1 | 1 | 3 | -3 | -6 | 2 | -2 | 0 | -2.7
CC1Cc2ccccc2N1C(=O)CN1CCN(Cc2ccccc2)CC1 (stereo not drawn) | 1 | -3 | -10 | -2 | 0 | 4 | 0 | 1 | -1.1
O=C(c1ccco1)N1CCN(C2CC(=O)N(c3ccccc3)C2=O)CC1 (stereo not drawn) | -2 | 3 | 2 | 0 | 2 | 8 | 7 | 5 | -2.7
O=S(=O)(c1ccccc1F)N1CCC(Oc2ccc(-n3cnnn3)cc2)CC1 | 0 | 3 | 8 | 0 | 1 | 0 | 3 | 10 | -0.3
FC(F)(F)COc1ccc(-c2nnc(SCc3c(Cl)cccc3Cl)o2)cn1 | -1 | 6 | -1 | 2 | -1 | 5 | 7 | 0 | /
CCOC(=O)c1[nH]c(CSc2nnnn2-c2ccccc2C)c(C(=O)OCC)c1C | 2 | -20 | 2 | -4 | 0 | 2 | -9 | -6 | /
CC(=O)N(C)c1ccc(NC(=O)Nc2ccccc2C)cc1 | -3 | 8 | -1 | 2 | -2 | 3 | 6 | 4 | 1.0
N#Cc1c(NCCN)nc(-c2ccccc2)c2c1CCCC2 | -5 | 14 | -2 | 4 | 6 | 0 | 2 | 12 | 5.3
O=C(Nc1cc([N+](=O)[O-])ccc1Cl)C1CC1 | -3 | 14 | -2 | 2 | -1 | 2 | 8 | 3 | 0.9
CCCC1(c2ccccc2)NC(=O)NC1=O (stereo not drawn) | -2 | 5 | -4 | -1 | -4 | -1 | 9 | 2 | -1.9
COc1ccc(OC(=O)c2ccncc2)cc1 | -7 | 7 | 0 | -3 | 10 | 3 | 6 | 1 | /
COc1ccc(C(=O)CCN2CCc3cc(OC)c(OC)cc3C2)cc1 | -2 | 6 | 2 | -1 | -2 | -2 | 8 | -1 | 1.1
CC1CC(C)CN(C(=O)c2cc3cc(Br)cc(Br)c3o2)C1 (stereo not drawn) | -5 | 6 | 3 | -1 | 1 | 0 | 7 | 9 | 0.8
CCN(c1ccccc1)S(=O)(=O)c1ccc(C(=O)OC(C)C(=O)NCCC2=CCCCC2)cc1 (stereo not drawn) | 4 | 8 | 3 | 1 | -1 | 6 | 3 | 5 | 0.4
COc1cc2cnc(-c3ccccc3)c(-c3ccc(C#N)cc3)c2cc1OC | / | -1 | 14 | / | -3 | 1 | -6 | / | /
COC(=O)c1ccc(C2C(C(=O)OCC(C)C)=C(C)N=C3SCCC(=O)N32)cc1 (stereo not drawn) | -2 | 8 | 8 | 1 | -4 | 10 | 4 | 0 | 1.8
O=C(NC1CCCCCC1)c1ccc(CS(=O)Cc2cccc(Cl)c2)o1 (stereo not drawn) | -1 | 0 | -4 | -1 | 1 | 4 | 3 | 0 | 1.7

New compounds follow
SMILES | TPT1 inh | MCL1 BIM primary | PME-1 primary | Fam108B inh | PAD4 inh | GLD-1 TGE inh | BCLXL inh | GSTO1 inh | MEX-5 binding
COc1ccc(N(CC(=O)N/N=C/c2ccc(-c3ccc([N+](=O)[O-])cc3)o2)S(=O)(=O)c2ccc(C)cc2)cc1 | 5 | -10 | -3 | -10 | 1 | -2 | -1 | -5 | 1.2
Oc1ccc2ccccc2c1/C=N/c1nc2c(s1)CCCC2 | -4 | 12 | 3 | 3 | -8 | 4 | 4 | 29 | 0.2
O=C(CN(C(=O)c1csnn1)c1cccc2c1CCCC2)NC1CCCC1 | 4 | 7 | -2 | 4 | 2 | -3 | 7 | 10 | -1.2
CCN1CCN(c2cc(C)c3cc(NC(=O)c4cccs4)ccc3n2)CC1 | 1 | 2 | -1 | 1 | 2 | -3 | 5 | 1 | 3.1
Cn1ncc2cc(NC(=S)NC(=O)c3ccccc3)ccc21 | 1 | 9 | 10 | -1 | 2 | 1 | 4 | -5 | 2.0
CCOC(=O)N1CCN(c2c(NCCN3CCN(Cc4ccccc4)CC3)c(=O)c2=O)CC1 | -4 | 11 | 3 | 2 | 1 | 2 | 5 | 9 | 2.3

Screening data (PubChem BioAssay)

Not all compounds are listed; the hit share may differ from the screen's.
